Source: PubChem BioAssay
S1P4 agonist: agonists of human S1P4 receptor. O95977. S1P4-expressing cell line, agonist reporter assay. activation, % at 4.98 µM. actives 0.35% (n = 220,000). AID 1509; in the data active means activation above about 11%;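 further: 0% = DMSO vehicle and 100% = reference agonist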
Target sequence (O95977 whole entry, looked up): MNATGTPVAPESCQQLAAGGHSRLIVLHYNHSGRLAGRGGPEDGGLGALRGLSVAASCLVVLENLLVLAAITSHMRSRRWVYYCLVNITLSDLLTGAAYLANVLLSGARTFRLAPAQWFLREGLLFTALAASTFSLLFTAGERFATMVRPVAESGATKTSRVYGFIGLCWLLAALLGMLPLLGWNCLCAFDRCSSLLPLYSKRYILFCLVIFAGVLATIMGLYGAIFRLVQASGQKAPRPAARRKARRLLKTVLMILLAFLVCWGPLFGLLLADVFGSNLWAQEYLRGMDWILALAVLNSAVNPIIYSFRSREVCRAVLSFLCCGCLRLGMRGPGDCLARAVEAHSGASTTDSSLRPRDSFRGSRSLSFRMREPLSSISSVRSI
Runt-CBFb FRET: inhibitors of human RUNX1 Runt domain binding to CBFb; Q01196+Q13951; Cerulean-Runt/Venus-CBFb FRET ratio 530/480, 1 h; inhibition, % at 20 µM; actives 0.46% (n = 220,000); AID 1496;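 active means inhibition over about 50% at 20 µM in the single-dose screen, limit read from the data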;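 further: 0% = DMSO wells and 100% = excess unlabeled CBFb competitor control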
Target sequence (Q01196 whole entry, looked up, the tested form may be a part): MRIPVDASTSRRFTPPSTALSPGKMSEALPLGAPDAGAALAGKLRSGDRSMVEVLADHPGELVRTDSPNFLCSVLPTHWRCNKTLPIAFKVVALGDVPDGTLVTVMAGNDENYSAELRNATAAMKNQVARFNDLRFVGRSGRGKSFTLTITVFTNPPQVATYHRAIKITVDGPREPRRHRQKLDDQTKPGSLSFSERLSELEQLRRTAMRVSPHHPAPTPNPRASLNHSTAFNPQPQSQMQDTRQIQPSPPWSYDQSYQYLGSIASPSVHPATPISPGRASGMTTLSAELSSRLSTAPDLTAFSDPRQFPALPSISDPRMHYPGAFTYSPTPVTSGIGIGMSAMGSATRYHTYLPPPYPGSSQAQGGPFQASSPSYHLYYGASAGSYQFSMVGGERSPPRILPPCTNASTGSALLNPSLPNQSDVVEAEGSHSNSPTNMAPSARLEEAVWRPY
Target sequence (Q13951 whole entry, looked up, the tested form may be a part): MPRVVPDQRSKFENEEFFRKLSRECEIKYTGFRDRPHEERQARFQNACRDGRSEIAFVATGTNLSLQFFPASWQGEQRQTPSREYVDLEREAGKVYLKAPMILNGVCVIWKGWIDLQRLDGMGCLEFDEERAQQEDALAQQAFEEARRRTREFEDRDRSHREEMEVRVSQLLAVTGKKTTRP
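Buffer or medium: Tris pH 7.5 buffer with BSA. Assay system: Cerulean-labeled Runt domain protein. Amount: each fluorescent fusion protein 100 nM. Read-out basis: loss of energy transfer signal. Incubation: 1 h compound exposure, room temperature. Probe or stimulus: Venus-CBFb binding partner, 100 nM. Detection: FRET, excitation 422 nm, emission at 530 and 480 nm.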
BaF3 parental: counter-screen for JAK2V617F inhibitors: parental Ba/F3 viability inhibitors. actives 1.1% (n = 220,000). CellTiter-Glo ATP luminescence. AID 1486. inhibition, % at 5.6 µM;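 active means inhibition above a per-campaign cutoff, the mean inhibition of all tested compounds plus 3 SD, cut at about 27% in these data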;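 further: 0% = DMSO wells and 100% = JAK Inhibitor I control wells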
S1P4 antag: blocks the human S1P4 receptor. inhibition, % at 4.98 µM. S1P4-expressing cells, antagonist mode, reporter read-out. actives 0.26% (n = 220,000). AID 1510. O95977; in the data active means inhibition above about 29%;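 further: 0% = wells stimulated with agonist and 100% = vehicle wells without agonist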
Ba/F3 V617F tox: reduce viability of Ba/F3 cells dependent on JAK2V617F. Ba/F3 EpoR-JAK2V617F viability, ATP luminescence. inhibition, % at 5.6 µM. actives 1.1% (n = 220,000). AID 1446;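 active means inhibition above the campaign mean plus 3 SD over all tested compounds, cut at about 24% in these data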;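 further: cytokine-independent growth of Ba/F3 cells driven by EpoR plus mutant JAK2; 0% = DMSO-treated cells and 100% = JAK inhibitor I control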
RBBP9 inhibitor: inhibitors of human serine hydrolase RBBP9. O75884. recombinant RBBP9, FP-Rh probe fluorescence polarization. inhibition, % at 7.94 µM. actives 0.2% (n = 220,000). AID 1515;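 active means inhibition above the campaign mean of all tested compounds plus 3 SD, cut at about 14% in these data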;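 further: plate controls were DMSO wells with RBBP9 for no effect and wells lacking RBBP9 protein for full effect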
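Test system: recombinant human RBBP9. Quantity: 2.5 µM RBBP9 dispensing solution, before mixing. Detection: FP readout at 525/598 nm. Reagent: Serine-hydrolase probe FP-Rh, 375 nM pre-mixing. Measure: % inhibition. Control set: DMSO-treated enzyme wells and wells lacking RBBP9. Buffer or medium: Tris-NaCl-Pluronic buffer, pH 8.0. Times: preincubation 30 min plus labeling 45 min at 25 °C.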
NPY2 pot ag: potentiates or activates human NPY-Y2 receptor. P49146. cells expressing NPY-Y2, potentiator/agonist read-out. actives 0.45% (n = 220,000). activation, % at 3.6 µM; in the data active means activation above about 27%;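 further: cells stimulated with NPY near EC25 plus isoproterenol at EC100; 0% = vehicle plus submaximal agonist and 100% = vehicle plus saturating agonist; some results beyond the cut were filed as inactive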
NPY Y1 blocker: NPY-Y1 (human) receptor antagonism. inhibition, % at 3.6 µM. P25929. actives 1% (n = 200,000). HEK293-CNG Y1 cells, membrane potential fluorescence; NPY at EC95, then isoproterenol;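 active means inhibition above the campaign mean inhibition of all tested compounds plus 3 SD, cut at about 20% in these data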;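 further: 0% = DMSO wells given NPY plus isoproterenol and 100% = isoproterenol alone without NPY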
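Test system: HEK293 cells co-expressing NPY Y1 receptor and cyclic-nucleotide gated channel; Also added: NPY (25 nM), isoproterenol (1 µM), Ro 20-1724 (25 µM); Compound dosing: one concentration, 3.6 µM, in 0.4% DMSO; Timing: dye 3 h, compound 60 min room temperature, stimulation 45 min; Technique: Membrane-potential fluorescent dye readout.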
NPY1 pot ag: human NPY-Y1 potentiation or agonism, primary screen | P25929 | NPY-Y1 expressing cells, potentiator/agonist activation | activation, % at 3.6 µM | actives 0.37% (n = 220,000); in the data active means activation above about 33%, passing the limit was not always enough;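 further: cells stimulated with NPY at EC10 then isoproterenol at EC100; 0% = low agonist plus stimulus and 100% = saturating agonist plus stimulus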
Numbers without * were called inactive; x = no result given. This is a random part of the collection; 3.6% or so of the library scored in one or more.

The first 2 entries (preview)
SMILES	S1P4 agonist	Runt-CBFb FRET	BaF3 parental	S1P4 antag	Ba/F3 V617F tox	RBBP9 inhibitor	NPY2 pot ag	NPY Y1 blocker	NPY1 pot ag
CCOC(=O)Nc1nc(C)c(C(=O)c2ccc(Cl)cc2)s1	-0.1	0	-2	-24	-3	-4	-4	11	-15
C(=N\N1CCN(c2ccccn2)CC1)/c1cccc2ccccc12	-0.1	-2	-1	3	-5	-8	1	x	-15

Results (from the top)
SMILES	S1P4 agonist	Runt-CBFb FRET	BaF3 parental	S1P4 antag	Ba/F3 V617F tox	RBBP9 inhibitor	NPY2 pot ag	NPY Y1 blocker	NPY1 pot ag
CCOC(=O)Nc1nc(C)c(C(=O)c2ccc(Cl)cc2)s1	-0.1	0	-2	-24	-3	-4	-4	11	-15
C(=N\N1CCN(c2ccccn2)CC1)/c1cccc2ccccc12	-0.1	-2	-1	3	-5	-8	1	x	-15
Cc1cc(SCn2nnc3ccccc3c2=O)nc2ccccc12	-1.1	-1	-1	-4	-3	-2	-26	-5	-5
CCCC1C2C(=O)N(c3ccccc3OCC)C(=O)C2ON1c1ccccc1 (centres undefined)	-1.0	1	9	1	2	-2	-18	1	-12
Cc1cc(NC(=O)c2ccc(S(=O)(=O)N(C)C)cc2)n(-c2ccccn2)n1	0.1	x	5	-24	-3	-2	-6	7	7
N/C(Cc1cccc2ccccc12)=N\OC(=O)c1cccs1	0.0	-1	4	-7	-2	0	5	4	-8
COc1ccc(Cl)cc1NC(=O)N1CCN(c2ccccc2OC)CC1	-0.2	1	1	-5	-3	8	-18	x	3
CCOc1ccsc1C(=O)OC	1.1	-1	-1	8	-2	-3	5	x	-11
CN(C)CCCNC(=O)CC(c1ccc(F)cc1)c1ccco1 (centres undefined)	1.2	-1	4	-11	-1	-5	11	0	5
Cc1cc(C(=O)NCc2ccco2)c2ccccc2n1	0.2	2	2	-1	-1	-4	9	-3	-1
Cc1ccc(-c2c(C(=O)NC(C)C)oc(=O)c3ccccc23)cc1	0.4	0	5	-2	-4	4	5	7	-7
Cc1ccc(/C=C/c2nc3ccccc3[nH]2)o1	0.1	-23	4	0	-2	-7	-5	-1	10
Cn1c(C(=O)NCCN2CCc3ccccc3C2)cc2c(=O)[nH]c3ccccc3c21	1.6	1	-1	-22	1	-3	-1	6	-19
CCn1c(COc2cccc3cccnc23)nnc1SCC(=O)O	2.5	0	5	-4	-1	-6	4	3	16
CCOc1ccc(NC(=O)c2cc3c(C)nc4ccccc4c3o2)cc1	2.0	1	0	-8	-3	-2	-3	4	0
Cc1cc(Nc2ccc(Cl)cc2)nc(N)n1	-1.3	-1	2	-2	-1	-2	-1	9	0
CCN=C1SC(CC(=O)NCCc2ccc(OC)c(OC)c2)C(=O)N1CC (centres undefined)	-0.1	0	2	-11	0	-2	3	2	6
O=C(c1ccc2c(c1)OCO2)N(CC1CCCO1)C1(C(=O)NC2CCCC2)CCCCC1 (centres undefined)	2.0	1	0	-19	-3	-4	1	30*	-2
CC[n+]1c(C)sc2c3ccsc3ccc21	-0.5	0	2	-15	-4	-5	-2	-3	9
CCC(NS(=O)(=O)c1ccc(OC)cc1)C(=O)O (centres undefined)	-1.9	1	4	-38	-1	2	15	-10	-11
C/C(=N\N)c1c(-c2ccccc2)c2cc(Br)ccc2[nH]c1=O	1.8	-3	3	-13	-1	-5	-9	-1	11
CCOC(=O)CN(C(=O)CNC(=O)c1ccco1)C(C(=O)NC1CCCC1)c1ccccc1OCC (centres undefined)	-0.9	-2	-1	9	0	-6	15	2	9
O=C1CCCN1CCCN1C(=O)N[C@@H](Cc2ccccc2)C1=O	0.6	0	-3	-4	-3	-2	19	4	17
COc1ccccc1N1CCN(C/C(C)=C/c2ccccc2)CC1	0.9	-1	3	-19	0	-7	3	1	-17

Three compounds from above, sorted by the value under RBBP9 inhibitor, smallest number first:
SMILES	RBBP9 inhibitor
CCn1c(COc2cccc3cccnc23)nnc1SCC(=O)O	-6
CCOC(=O)Nc1nc(C)c(C(=O)c2ccc(Cl)cc2)s1	-4
CCOc1ccc(NC(=O)c2cc3c(C)nc4ccccc4c3o2)cc1	-2

New compounds follow.
SMILES	S1P4 agonist	Runt-CBFb FRET	BaF3 parental	S1P4 antag	Ba/F3 V617F tox	RBBP9 inhibitor	NPY2 pot ag	NPY Y1 blocker	NPY1 pot ag
COc1ccc(-c2nnn(CC(=O)NCc3cccs3)n2)cc1OC	2.5	1	3	3	-1	-4	-18	-5	-1
Cc1c(C(=O)O)oc2ccc(S(=O)(=O)NCCC3=CCCCC3)cc12	-0.3	0	0	-5	1	-10	-3	0	-1
C#CCn1c(=NC(=O)CN2C(=O)CCC2=O)sc2cc(S(N)(=O)=O)ccc21	-0.3	0	4	-20	0	-5	12	0	10
COCCNC(=O)COC(=O)c1cccnc1SC	1.2	0	11	4	5	2	5	3	-22
COCCNCC#CCOc1ccc(OC)cc1	-1.5	1	7	-7	3	-6	-13	-1	-8
CCc1nnc(NC(=O)CSc2nnc(CNc3ccc(Cl)cc3)o2)s1	1.6	0	0	-11	1	-2	3	0	11
CCOC(=O)c1c(NC(=S)NC(=O)c2ccc(Cn3cc(Cl)cn3)o2)sc2c1CCCCC2	1.4	1	3	-24	1	-1	-13	2	5
CS(=O)(=O)c1sc(C(=O)NC(=O)Nc2cccc(C(F)(F)F)c2)c2c1C=CCC2	0.4	-1	5	3	1	3	-19	x	-5
CCC(C)(C)NC(=S)Nc1ccccc1C	1.0	3	5	-6	3	-4	-16	0	-14
CCOc1ccc(C(=O)N(C)C2CCS(=O)(=O)C2)cc1 (centres undefined)	0.7	0	3	-26	-2	-5	0	-1	-18
CN(C)CCNC(=O)COc1cccc2c1OC(C)(C)C2	-2.1	1	2	-10	-1	0	-11	2	-14
COC(=O)CSC(=S)N1C(C)CCCC1C (centres undefined)	0.7	2	0	-21	0	-2	-10	1	5

Given with values under each structure: four of the compounds above.
Values run as follows: S1P4 agonist	Runt-CBFb FRET	BaF3 parental	S1P4 antag	Ba/F3 V617F tox	RBBP9 inhibitor	NPY2 pot ag	NPY Y1 blocker	NPY1 pot ag
CCOC(=O)c1c(NC(=S)NC(=O)c2ccc(Cn3cc(Cl)cn3)o2)sc2c1CCCCC2
    1.4	1	3	-24	1	-1	-13	2	5
CS(=O)(=O)c1sc(C(=O)NC(=O)Nc2cccc(C(F)(F)F)c2)c2c1C=CCC2
    0.4	-1	5	3	1	3	-19	x	-5
CCC(C)(C)NC(=S)Nc1ccccc1C
    1.0	3	5	-6	3	-4	-16	0	-14
CCOc1ccc(C(=O)N(C)C2CCS(=O)(=O)C2)cc1 (centres undefined)
    0.7	0	3	-26	-2	-5	0	-1	-18

(further entries)
SMILES	S1P4 agonist	Runt-CBFb FRET	BaF3 parental	S1P4 antag	Ba/F3 V617F tox	RBBP9 inhibitor	NPY2 pot ag	NPY Y1 blocker	NPY1 pot ag
CN(C)c1ccc(NC(=O)/C=C/c2c(Cl)cccc2Cl)cc1	0.1	5	5	-8	3	3	-4	4	-11
CC1(c2ccc(Cl)cc2Cl)OCC(Cn2ccnc2)O1 (centres undefined)	-0.4	-1	95*	-7	0	-10	5	-4	-2
CC(=O)Nc1ccc(NS(=O)(=O)c2ccc(C)cc2)cc1[N+](=O)[O-]	0.3	0	1	1	5	-11	-1	x	-48
Nc1nnc(-c2cccc([N+](=O)[O-])c2)s1	0.5	0	5	-8	1	-1	7	1	0
c1ccc(CN(Cc2ccccc2)c2c3c(nc4ncnn24)CCC3)cc1	0.7	1	0	-5	0	-8	-37	x	-3
COc1cc2c(cc1OC)C1=NC(=O)CN1C(SCc1ccccc1)=N2	-0.4	2	5	-5	0	-1	14	-3	-12
O=C(NCc1ccccn1)C1C2C=CC(C2)C1C(=O)Nc1ccc(F)cc1 (centres undefined)	1.6	1	-3	-16	-4	-8	-3	1	25
O=C(CN1C(=O)/C(=C2\SC(=S)N(C3CCS(=O)(=O)C3)C2=O)c2ccccc21)Nc1ccc(F)cc1 (centres undefined)	-0.9	13	0	8	-5	-4	1	x	10
COCCCNC(=S)NCCNc1nc2cc(C)c(C)cc2cc1C#N	-0.8	83*	-4	-64	0	-6	10	1	13
Cc1noc(C)c1COc1cccc(C(=O)OC(C)C(=O)Nc2c(C)n(C)n(-c3ccccc3)c2=O)c1 (centres undefined)	1.9	-2	6	-1	3	-1	12	-3	19
COc1ccc(/C=C2\SC(=O)N(CCNC(=O)C3CC(=O)N(c4ccccc4)C3)C2=O)cc1 (centres undefined)	-0.1	-2	3	-1	-3	9	-1	-1	-14
Clc1ccc(Cn2ncc3c(N4CCOCC4)ncnc32)cc1	-0.1	1	-4	-17	-4	-13	3	-6	13
Cc1cccc(OCC(=O)N2CCOCC2)c1	5.3	-3	4	5	-1	-7	-3	-4	2
COc1ccc(CCNS(=O)(=O)c2ccc3c(c2)OCCO3)cc1OC	0.7	-2	8	-17	4	-3	-11	5	-14
CC1(C)CN(c2ccc(CC#N)cc2)C1=O	-0.6	1	1	-20	0	0	-3	-4	7
COCc1c(C(=O)OCC(=O)c2c(N)n(CC(C)C)c(=O)n(C)c2=O)oc2ccccc12	1.5	-6	2	13	-1	3	-19	17	8
COc1ccccc1C/C(N)=N/OC(=O)c1cccs1	-0.9	-2	5	-22	0	-9	1	-1	5
CN(C)NC(=O)c1ccsc1NC(=O)c1ccc(S(=O)(=O)N(C)C)cc1	-1.4	-1	-1	-1	-1	2	-12	-1	14
Cn1c(CSc2ccccc2)c(C#N)c2ccccc21	-1.4	1	2	-2	-1	-6	1	8	-19
CCCCn1c(/N=C/c2cc(OC)ccc2O)nc2ccccc21	-1.7	0	-1	-9	1	-2	-12	5	-8
COc1cccc(C2(c3cccc(OC)c3)CC2C(=O)Nc2ccc(F)cc2)c1 (centres undefined)	-0.7	0	0	-18	-2	-5	2	9	-5
Cc1cccc(N2C(=O)CCC2=O)n1	0.7	0	-3	-16	-2	-5	-32	-1	-9
Nc1nc(SCC(=O)Nc2c(Br)cc([N+](=O)[O-])cc2Br)n[nH]1	0.6	-1	3	-2	-1	-2	13	-1	14
